Screening results deposited in PubChem by several laboratories.
procasp3 activ – procaspase-3 (human) activation | P42574 | recombinant procaspase-3 D3A, Ac-DEVD-pNA absorbance 405 nm | activation, % at 8.5 µM | actives 0.11% (n = 330,000) | AID 463141;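 active = activation above the mean of all tested compounds plus 3 SD, cut at about 21% in these data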;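 note: 0% = DMSO alone and 100% = DMSO wells spiked with extra 5 µM PC-3 D3A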
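Technique: 405 nm absorbance of p-nitroaniline, reads at 0 and 120 min; Test system: Procaspase-3 D3A mutant; Incubation: 1 h enzyme-compound preincubation, then 2 h substrate reaction, 25 °C; Repeats: singlicate, each compound tested once; Benchmarks: low control DMSO wells, high control DMSO plus 5 µM PC-3 D3A.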
GRK2 inh – blocks RNA aptamer binding to human GRK2 | AID 488847 | actives 0.59% (n = 330,000) | bead flow cytometry, FAM-aptamer displacement from GRK2 | inhibition of aptamer binding, % at 10 µM;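 active = inhibition of aptamer binding above 40%, roughly 3 SD of noise, on plates passing a quality check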;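 note: median bead fluorescence of bound FAM aptamer so fluorescent compounds give negative values; no value below 0 was filed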
Target sequence (P25098 whole entry, looked up): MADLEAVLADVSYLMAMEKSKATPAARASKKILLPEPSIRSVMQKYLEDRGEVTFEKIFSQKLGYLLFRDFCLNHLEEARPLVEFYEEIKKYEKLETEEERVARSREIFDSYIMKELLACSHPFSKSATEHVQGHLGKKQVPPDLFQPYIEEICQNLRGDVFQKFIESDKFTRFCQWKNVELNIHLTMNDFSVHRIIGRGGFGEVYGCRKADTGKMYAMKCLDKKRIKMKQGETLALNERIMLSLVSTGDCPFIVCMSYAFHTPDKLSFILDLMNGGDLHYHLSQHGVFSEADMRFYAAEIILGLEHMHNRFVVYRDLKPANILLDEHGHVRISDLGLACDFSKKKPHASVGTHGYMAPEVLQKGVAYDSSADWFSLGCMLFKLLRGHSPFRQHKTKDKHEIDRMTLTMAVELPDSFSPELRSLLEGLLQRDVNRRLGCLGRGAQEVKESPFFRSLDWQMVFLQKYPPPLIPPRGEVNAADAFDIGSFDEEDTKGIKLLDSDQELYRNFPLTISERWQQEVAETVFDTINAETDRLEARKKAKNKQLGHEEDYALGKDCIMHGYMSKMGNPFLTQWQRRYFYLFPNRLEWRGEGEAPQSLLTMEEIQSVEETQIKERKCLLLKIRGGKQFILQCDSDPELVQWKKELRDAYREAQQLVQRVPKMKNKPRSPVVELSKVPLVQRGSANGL
core dimer inh – HCV core protein dimerization inhibition. TR-FRET GST/Flag-core106 dimerization, 1536-well. inhibition, % at 5 µM. actives 0.33% (n = 300,000). AID 1899;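 active = inhibition above the mean of all tested compounds plus 3 SD, set per screening campaign, cut at about 45% in these data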
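System: GST-tagged and Flag-tagged HCV core protein residues 1-106 / Input: core106 proteins, GST 13.5 nM and Flag 17 nM / Buffer or medium: KF-containing HEPES buffer, pH 7.45, DTT, CHAPS, BSA / Probe or stimulus: Eu-anti-GST and XL665-anti-Flag labelled anti-tag antibodies / Schedule: 4 h, 22.5 °C incubation / Technique: TR-FRET 671 and 617 nm emission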
PP1 inh – PP1-alpha (human) inhibition in PP5 counter-screen | P62136 | purified PP1alpha, OMFP fluorescence | inhibition, % at 6.7 µM | actives 0.9% (n = 320,000);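 active = inhibition above the mean inhibition of all tested compounds plus 3 SD, computed separately for each screening campaign, cut at about 15% in these data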
Target sequence (P62136 whole entry, looked up): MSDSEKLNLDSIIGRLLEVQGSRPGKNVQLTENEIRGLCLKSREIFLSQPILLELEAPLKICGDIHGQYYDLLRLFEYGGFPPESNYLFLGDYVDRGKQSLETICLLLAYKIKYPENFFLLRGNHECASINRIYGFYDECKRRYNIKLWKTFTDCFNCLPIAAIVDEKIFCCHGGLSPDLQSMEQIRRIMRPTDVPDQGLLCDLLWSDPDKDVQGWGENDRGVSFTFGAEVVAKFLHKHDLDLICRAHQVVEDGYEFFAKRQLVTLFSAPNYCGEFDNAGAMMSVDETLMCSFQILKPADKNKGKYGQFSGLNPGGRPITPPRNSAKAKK
CTSL1 counter – blocks F. hepatica cathepsin L1 in PFM18AAP counter-screen; recombinant F. hepatica cathepsin L1, Z-Leu-Arg-MCA fluorescence; inhibition, % at 5.96 µM; actives 0.49% (n = 300,000);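 active = inhibition above the mean of all tested compounds plus 3 SD, set per screening campaign, cut at about 17% in these data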;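 note: 0% = plate median of test compound wells and 100% = 1 µM Z-Phe-Ala-diazomethylketone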
JMJD2C inh – inhibitors of human GASC-1 (JMJD2C) demethylase; GST-JMJD2C(1-420) H3K9me3 demethylation, DELFIA europium; AID 2099; actives 0.069% (n = 330,000); inhibition, % at 2.35 µM; Q9H3R0;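 active = more than half of a compound's replicate wells show inhibition beyond 50%, single wells judged on their own value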;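 note: signal counts dimethyl H3K9 product captured on neutravidin plate; 0% = median of DMSO wells and 100% = 0.3 times that DMSO median; strong numbers were not always called active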
PP5 inh – inhibitors of human protein phosphatase 5 (PP5). purified PP5c, OMFP substrate fluorescence. inhibition, % at 6.7 µM. actives 0.18% (n = 320,000). AID 1987;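 active = inhibition above the campaign's mean inhibition across all tested compounds plus 3 SD, cut at about 9.5% in these data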;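 note: 0% = DMSO only and 100% = 100 µM cantharidin control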
proCasp7 act – activates human procaspase-7, counter-screen for procaspase-3 activators | recombinant procaspase-7, Ac-DEVD-pNA absorbance 405 nm; D23A/D198A/D206A triple mutant, cannot self-cleave; scale: DMSO 0, 5 µM enzyme 100 | activation, % at 8.5 µM | actives 0.093% (n = 330,000) | AID 463210;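 active = percent activation above the screen-wide mean plus 3 SD, cut at about 25% in these data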
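Assay system – Uncleavable procaspase-7 mutant enzyme · Quantity – 2 µM procaspase-7 mutant as dispensed · Times – 1 h preincubation, 2 h reaction · Dosing – single nominal 8.5 µM compound dose, 0.8% DMSO final · Buffer or medium – Zinc-free 50 mM HEPES buffer, pH 7.4, with NaCl and Triton X-100 · Detection – Epi-absorbance of released pNA at 405 nm, two timepoints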
VLA-4 inh – inhibition in a human VLA-4 binding assay; actives 0.2% (n = 330,000); P13612; AID 2557; VLA-4 expressing cells, ligand binding flow cytometry; inhibition, % (about 7 µM as worked out from the volumes in the protocol); in the data active = inhibition above about 50%
* = called active by the depositor; x = not tested or not shown; & = joins results of further samples.

Below each compound – procasp3 activ	GRK2 inh	core dimer inh	PP1 inh	CTSL1 counter	JMJD2C inh	PP5 inh	proCasp7 act	VLA-4 inh
> COc1ccc(/C=C/c2nc3ccccc3n2Cc2ccccc2OC)cc1
 : 11.6	2.0	7.9	3.8	5.2	-6.0	2.4	7.5	7.4
> CC(C)Cn1c(=O)c2ccccc2n2c(CCC(=O)O)nnc12
 : 5.1	0.0	-0.7	-3.5	-1.0	-0.1	2.0	2.5	9.3
> CCCNC(=O)NC(=O)CN1C(=O)NC(C)(c2ccc3ccccc3c2)C1=O (configuration not stated)
 : 1.0	0.0	-1.6	2.0	0.6	3.7	4.4	1.3	13.4
> CN(CC(=O)Nc1ccccc1Br)Cc1nc2ccccc2c(=O)[nH]1
 : -0.7	0.0	-3.3	2.8	-0.8	54.9	3.8	3.7	6.9
> Cc1ccc(C(=O)NCC(=O)OCc2nnc(-c3ccccc3)o2)cc1
 : 3.6	0.0	-5.4	-3.2	-13.2	9.5	3.1	-6.2	5.4
> COc1ccc(-n2nc(C(=O)NCC(=O)Nc3cccc(NC(C)=O)c3)c3ccccc3c2=O)cc1
 : 1.2	0.0	-1.6	6.7	0.0	-6.8	0.3	2.9	-4.2
> Cn1c(SCC(=O)Nc2ccc3[nH]c(=O)[nH]c3c2)nnc1-c1ccc(F)cc1
 : -5.3	0.0	-4.2	-3.1	-1.8	-27.6	4.3	-6.4	9.6
> CCCCCOc1cccc(C2C(C(=O)c3cccs3)=C(O)C(=O)N2CCN2CCOCC2)c1 (configuration not stated)
 : 1.7	4.0	13.0	11.3	2.0	-12.8	1.2	-5.2	-11.5
> Nn1c(COc2ccccc2)nnc1SCc1cc(=O)[nH]c2ccccc12
 : 3.2	0.0	-1.2	-1.2	1.4	-0.3	1.3	4.1	20.9
> Cn1c(Cn2c(=O)sc3ccccc32)nnc1SCC(=O)N1CCCc2ccccc21
 : 1.3	0.0	0.4	-4.1	1.1	-2.3	1.4	2.2	-15.8
> O=C(O)CCc1n[nH]c(=S)[nH]c1=O
 : 10.1	0.0	-2.3	0.9	-1.1	11.9	1.3	4.5	3.9
> CCOc1ccc(S(=O)(=O)NCc2ccc3c(c2)OCO3)cc1C(=O)O
 : 2.4	2.0	4.8	-3.7	-4.0	5.2	0.8	8.4	-0.3
> Cc1ccc(CCNC(=O)CCS(=O)(=O)c2ccc3c(c2)oc(=O)n3C)cc1
 : 1.2	2.0	11.7	-7.0	-0.9	5.5	1.9	1.4	2.4
> CCOc1ccc(/C=N/NC(=O)c2nnn(-c3nonc3N)c2-c2cccs2)cc1
 : 7.1	0.0	1.4	-1.6	-0.9	-11.8	3.7	-30.3	3.5
> Cc1ccc(NC(=O)CS(=O)CC(=O)Nc2cnc3ccccc3c2)cc1Cl (configuration not stated)
 : 5.7	0.0	-5.5	3.9	-0.1	3.6	1.4	0.2	7.7
> COc1ccc(NC(=O)C2CCN(S(=O)(=O)c3cccc4nonc34)CC2)c(OC)c1
 : 4.7	0.0	6.0	2.2	-1.2	2.4	-1.8	2.0	-2.2
> Cc1ccc(S(=O)(=O)CCC(=O)OCc2cc(=O)oc3cc(C)ccc23)cc1
 : 10.3	0.0	x	x	x	-1.8	x	0.5	-6.0
> COc1ccc(S(=O)(=O)NCCSCc2ccco2)cc1
 : -7.8	0.0	9.7	-2.5	-0.2	6.8	-1.2	-7.7	0.1
> CC(C)CC(NC(N)=O)C(=O)OCC(=O)NC(=O)NC1CCCC1 (configuration not stated)
 : 3.2	2.0	-10.0	0.2	-13.9	15.0	0.9	-4.5	12.0
> COCCn1c(=O)c2c(nc3n2CCCN3CCc2ccccc2)n(C)c1=O
 : -2.4	6.0	-0.4	-0.3	-2.5	-6.4	-0.1	1.0	15.3
> O=C(CCN1CCCCC1)NNC(=O)C12CC3CC(CC(C3)C1)C2
 : -0.5	0.0	8.1	-1.7	-4.1	1.1	4.4	-5.2	2.1
> COc1ccc(S(=O)(=O)NCc2ccco2)cc1C(=O)N1CCCCC1
 : 9.4	1.0	3.8	-0.9	-2.2	-13.8	-0.5	-1.1	-8.1
> Cn1c(=O)n(CC(=O)N2CCN(c3nnc(-c4ccccc4)c4ccccc34)CC2)c2ccccc21
 : 0.9	3.0	0.1	-0.8	1.0	2.3&-1.2	-1.7	2.5	0.3
> CCOCCCN(C)C1CCN(C(=O)c2oc3ccccc3c2NC(=O)c2ccc(F)cc2)CC1
 : 13.0	1.0	-0.2	-2.4	-1.3	1.6	-1.3	-0.6	-2.9
> O=[N+]([O-])c1cc(C(F)(F)F)ccc1NCCc1c[nH]c2ccccc12
 : -2.5	0.0	-2.6	-0.3	2.7	-1.5	3.1	-13.7	9.6
> CC(OC(=O)c1ccc(O)cc1)C(=O)Nc1cc(C(F)(F)F)ccc1Cl (configuration not stated)
 : 0.8	1.0	-6.5	-2.8	3.8	1.7	2.0	7.9	3.5
> Nc1nnc(C(=O)c2ccccc2N)s1
 : -9.3	1.0	-14.1	-1.6	6.0	-7.4	-0.4	-4.4	-6.3
> CCCOC(=O)Cc1c(O)c2ccccc2[nH]c1=O
 : -12.4	3.0	-2.4	-4.0	46.3*	2.1	-1.9	-37.1	-13.9
> O=C(COc1ccc([N+](=O)[O-])cc1)N1CCN(c2nnc(-c3ccccc3)c3ccccc23)CC1
 : 7.6	3.0	-3.5	-0.1	0.5	16.0	0.7	3.7	28.1
> O=C(CCc1nnc(-c2ccc3c(c2)OCO3)o1)N1CCC(c2ccc(F)cc2)C1 (configuration not stated)
 : 2.1	0.0	1.1	-1.3	-3.7	1.8	1.0	13.0	8.1
> O=C(COC(=O)c1cc(=O)[nH]c2ccccc12)Nc1nccs1
 : -4.7	0.0	7.8	1.3	-4.0	-1.6	2.3	-5.9	0.5
> Cc1ccc(C(=O)Nc2sc(C)c(-c3ccccc3)c2C(N)=O)cc1[N+](=O)[O-]
 : -5.1	1.0	15.3	-5.5	-2.8	14.4	-1.3	-23.3	-3.7
> COc1ccc(Cl)cc1-c1nc(SCC(=O)NC(C)C(C)C)n[nH]1 (configuration not stated)
 : 2.8	4.0	-0.5	-0.9	-2.4	6.2	1.8	7.3	-7.1
> CCc1ccc(Nc2nc(C)cc(C)n2)cc1
 : 1.6	0.0	-6.7	-0.7	-0.7	-0.5	2.4	-7.7	20.6
> COc1ccc(NC(=O)c2cncc(Br)c2)c(S(=O)(=O)N2CCOCC2)c1
 : 2.4	1.0	-5.4	-1.7	1.6	30.6	-0.8	4.2	6.7
> CN(C/C=C/c1ccccc1[N+](=O)[O-])Cc1ccccc1
 : 11.0	0.0	4.2	2.9	5.0	0.5	2.9	4.9	4.9
> COc1cccc(NC(=O)CN(C)C(=O)C23CC4CC(CC(Cl)(C4)C2)C3)c1
 : -5.0	1.0	x	-0.5	x	x	3.0	6.5	11.7
> C=CCOC(=O)C1=C(C)Nc2[nH]c(=O)[nH]c(=O)c2C1c1ccccc1 (configuration not stated)
 : -2.1	0.0	-8.1	-1.3	-3.6	5.3	1.0	-12.8	-0.7
> CN1CCN(C(=S)NC(=O)c2ccccc2Cl)CC1
 : 1.1	4.0	-13.7	-7.8	3.5	3.8	-2.7	6.7	1.4
> CCC(=O)c1ccc2ncccc2c1
 : 6.5	1.0	-11.9	2.9	-3.7	2.3	3.8	3.5	9.5
> O=C(Cc1csc(-c2ccccc2)n1)NCc1ccc(F)cc1
 : -1.0	0.0	7.2	-3.5	2.8	-3.9	2.8	-1.0	-15.2
> O=C(NCc1ccc(F)cc1)C(c1ccccc1)N(C(=O)c1csnn1)C1CCCC1 (configuration not stated)
 : -2.5	0.0	3.5	-2.2	1.3	-10.5	1.4	-4.5	-1.7
> NC(=O)NC(=O)C[n+]1cccc(/C=N/O)c1
 : 5.7	0.0	-12.4	0.8	-1.3	16.0	0.6	-3.1	-9.1
> O=C(NCc1ccccc1)N1CCN(c2ccccc2F)CC1
 : 3.3	0.0	-3.9	-4.5	2.9	-1.5	-1.8	10.7	-8.7
> FC(F)(F)Oc1ccc(Nc2nc3ccccc3o2)cc1
 : -1.5	3.0	6.2	6.8	3.9	18.1	4.8	-1.6	6.2
> COC(=O)c1ccccc1NC(=O)CN(C)S(=O)(=O)c1cc(C)ccc1OC
 : 1.7	0.0	0.6	-2.8	-0.4	-5.2	3.5	0.3	0.4
> N#C/C(=C/c1cccc([N+](=O)[O-])c1)c1nnc2n1CCCCC2
 : -2.0	7.0	-9.6	-1.5	-2.4	-5.9	1.9	14.8	10.2
> COc1cc(Cl)c(S(=O)(=O)N2CCN(Cc3ccc4c(c3)OCO4)CC2)cc1Cl
 : 0.3	0.0	-2.2	-11.8	9.8	-0.4	2.6	-6.4	-33.1
> CCOC(=O)C1=C(C)OC(N)=C(C#N)C1c1ccccc1 (configuration not stated)
 : -2.3	0.0	2.0	5.5	-15.8	-30.2	1.7	12.7	6.3
> O=C(c1ccccc1)N(Cc1ccc2c(c1)OCO2)Cc1nc2ccccc2c(=O)[nH]1
 : -7.4	0.0	4.8	0.3	-3.8	-13.1	0.1	-3.3	-2.0

More entries:
Below each compound – procasp3 activ	GRK2 inh	core dimer inh	PP1 inh	CTSL1 counter	JMJD2C inh	PP5 inh	proCasp7 act	VLA-4 inh
> COc1ccc(CCNC(=O)CCNS(=O)(=O)c2cccc3nsnc23)cc1OC
 : -7.7	0.0	-3.0	-3.6	-2.2	2.9	-6.6	-9.3	5.9
> CC(=O)Nc1ccc2c(c1)nc(CCN1CCOCC1)n2C
 : 10.2	0.0	-5.6	0.2	1.1	-1.3	1.9	1.4	6.7
> O=C(c1ccco1)N1CCN(Cc2cc(=O)c(OCc3c(F)cccc3Cl)co2)CC1
 : -1.4	0.0	-10.5	-5.4	2.4	-0.2	-1.1	6.5	-5.3
> CC1(C)CC(=O)C=C(Nc2ccc(Cl)cc2)C1
 : -2.3	0.0	-8.3	1.4	-6.0	1.1	1.6	-2.5	-0.1
> COc1ccc(CN2CCC(CO)(Cc3cccc(C(F)(F)F)c3)CC2)cc1Cn1cccn1
 : 1.0	0.0	-2.5	-0.9	-0.7	10.7	1.3	6.3	7.4
> CN(CC(=O)Nc1cccc(F)c1)C(=O)Cn1c(=O)oc2ccccc21
 : 5.1	0.0	x	-3.0	x	4.7	0.3	8.2	13.6
> Cc1cc(-n2c(C)cc(C(=O)CN3C(=O)NC4(CCCC4)C3=O)c2C)no1
 : -4.2	0.0	4.4	-1.7	-0.3	2.0	3.6	2.2	-5.1
> Cc1ccccc1NC(=O)NCCc1ccc(Cl)cc1
 : -3.9	4.0	-0.7	2.2	-0.9	0.8	0.0	6.8	15.6
> CCOC(=O)CSc1nc2sc(C)c(C)c2c(=O)n1N
 : 4.9	2.0	-3.0	-1.5	-0.5	0.1	3.0	-3.0	12.8
